Assay outcomes deposited in PubChem BioAssay by several laboratories.
GC-B act – GC-B (human) receptor activation; P20594; HEK293-GC-B cells, CNP EC30, cGMP TR-FRET; 0% at EC30 CNP, 100% saturating CNP; activation, % at 10 µM; 370,000 compounds, 0.11% hits; AID 1920062;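 active = activation at 10 µM reaching about 35% in either raw or pattern-adjusted values, limit read from the data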
GAA850 FXN act – frataxin GAA850 promoter activation; HEK293 lucGAA850 FXN promoter luciferase reporter, 24 h; percent of 10 µM SAHA response; activation, % at 6 µM; 360,000 compounds, 0.56% hits; AID 540364;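 active = activation above the average of all compounds screened plus 3 SD, cutoff fixed separately per campaign, cut at about 7.5% in these data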;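 note: 0% = DMSO wells and 100% = 10 µM SAHA wells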
DAX1 inh-1 – DAX1 (NR0B1) inhibition, primary screen; HEK293T StAR-luciferase reporter, SF-1/DAX-1 repression relief; inhibition, % at 6.8 µM; 370,000 compounds, 1.1% hits; AID 652010;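 active = inhibition above the mean over all tested compounds plus 3 SD, cut at about 3.6% in these data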;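 note: 0% = DAX-1 cells with DMSO and 100% = cells lacking DAX-1 with DMSO; higher inhibition means more luminescence from relief of DAX-1 repression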
sPLA2-III inh – Blocks human group III sPLA2 activity | Q9NZ20 | QFRET BODIPY PC-A2 liposome hydrolysis, fluorescence | inhibition, % at 12.2 µM | 370,000 compounds, 0.56% hits | AID 743126;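 active = inhibition above mean plus 3 SD of compounds lying within the high and low control bounds, cut at about 19% in these data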;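 note: 0% = median of test compound wells and 100% = no enzyme DMSO wells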
Target sequence (Q9NZ20 whole entry, looked up): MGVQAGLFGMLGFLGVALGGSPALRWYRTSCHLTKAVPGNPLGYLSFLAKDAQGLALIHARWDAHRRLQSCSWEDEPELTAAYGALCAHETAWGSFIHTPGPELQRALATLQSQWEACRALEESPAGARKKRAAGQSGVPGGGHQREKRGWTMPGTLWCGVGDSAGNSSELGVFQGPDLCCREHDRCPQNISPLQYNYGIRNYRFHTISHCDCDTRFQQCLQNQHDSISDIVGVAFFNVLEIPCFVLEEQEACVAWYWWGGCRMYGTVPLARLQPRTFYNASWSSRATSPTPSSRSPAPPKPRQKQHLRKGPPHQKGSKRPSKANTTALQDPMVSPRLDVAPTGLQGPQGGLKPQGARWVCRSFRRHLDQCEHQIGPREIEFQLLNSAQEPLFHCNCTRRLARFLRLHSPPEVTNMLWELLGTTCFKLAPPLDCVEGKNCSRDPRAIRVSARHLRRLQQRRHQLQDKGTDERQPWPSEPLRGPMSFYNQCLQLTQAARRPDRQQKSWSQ
hgDAF-12 ag – agonists of H. glycines DAF-12 nuclear receptor; 370,000 compounds, 1.8% hits; activation, % at 6.8 µM; HEK293 GAL4-hgDAF12 UAS-luciferase reporter, agonist luminescence; normalized to butyrate control;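 active = activation above a cutoff set at the mean of all screened compounds plus 3 SD, cut at about 10% in these data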;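 note: 0% = DMSO wells and 100% = sodium butyrate wells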
DAX1 inh-2 – inhibits human nuclear receptor DAX1 | HEK293 Gal4-DAX1 luciferase reporter, luminescence | AID 504766 | inhibition, % at 6.75 µM | P51843 | 340,000 compounds, 0.99% hits;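 active = inhibition above the mean over all tested compounds plus 3 SD, cut at about 4.2% in these data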;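 note: 0% = DAX1-transfected cells with DMSO and 100% = empty-vector control cells with DMSO; inhibition shows as a rise in luminescence from relieved DAX1 repression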
SMARCA2 activ – increases SMARCA2 function in MMTV reporter cells. MG213 cells, MMTV-luciferase reporter, dexamethasone, overnight. activation, % at 9.1 µM. 370,000 compounds, 1% hits; in the data active = activation above about 7.8%;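 note: 0% = vehicle wells and 100% = reference activator wells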
GC-A act – GC-A (human) enzyme activation; P16066; HEK293 GC-A cells, cGMP TR-FRET, EC30 ANP; 0% at EC30 ANP, 100% saturating ANP; activation, % at 10 µM; 370,000 compounds, 0.14% hits; AID 1671463; in the data active = activation above about 40%
ADAM10 inh – ADAM10 inhibition, QFRET primary screen; recombinant ADAM10, EDANS/DABCYL FRET peptide cleavage, 3 h; inhibition, % at 7 µM; 370,000 compounds, 0.62% hits; AID 720582;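 active = inhibition above a per-campaign cutoff equal to the mean of compounds falling between control-based bounds plus 3 SD, cut at about 20% in these data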;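 note: 0% = DMSO wells while the 100% control is not disclosed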
Target sequence (O14672 214-748 limits assumed): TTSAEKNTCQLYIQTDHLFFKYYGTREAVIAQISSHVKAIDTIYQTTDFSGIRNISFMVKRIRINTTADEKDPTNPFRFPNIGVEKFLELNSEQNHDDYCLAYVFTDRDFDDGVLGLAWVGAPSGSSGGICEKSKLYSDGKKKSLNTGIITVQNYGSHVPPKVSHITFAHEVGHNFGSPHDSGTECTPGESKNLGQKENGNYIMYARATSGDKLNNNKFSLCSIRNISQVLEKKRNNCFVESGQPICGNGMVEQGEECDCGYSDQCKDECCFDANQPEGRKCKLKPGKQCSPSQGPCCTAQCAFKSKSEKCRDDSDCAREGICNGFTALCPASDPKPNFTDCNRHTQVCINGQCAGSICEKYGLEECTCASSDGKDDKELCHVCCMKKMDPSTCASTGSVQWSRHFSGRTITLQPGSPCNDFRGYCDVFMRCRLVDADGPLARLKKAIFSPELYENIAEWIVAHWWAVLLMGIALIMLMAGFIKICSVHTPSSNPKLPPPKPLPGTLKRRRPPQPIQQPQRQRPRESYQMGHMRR
ssDAF-12 act – activates DAF-12 receptor from parasite S. stercoralis | 370,000 compounds, 1% hits | HEK293 ssDAF-12/GRIP1 lit1-tk-luc reporter, luminescence; % of 3 µM dafachronic acid response | activation, % at 6.8 µM;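 active = activation above the mean over all tested compounds plus 3 SD, cut at about 0.9% in these data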;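 note: 0% = DMSO-only wells and 100% = 3 µM delta7-dafachronic acid wells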
hcDAF-12 act – H. contortus DAF-12 activation, primary screen; HEK293 hcDAF-12 lit1-tk-luc reporter, luminescence; 0% DMSO, 100% Δ7-dafachronic acid; activation, % at 6.8 µM; 370,000 compounds, 1.4% hits;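 active = activation above the mean of all tested compounds plus 3 SD, cut at about 5.5% in these data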;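 note: 100% = response to 3 µM Δ7-dafachronic acid high control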
Active calls of the source: *; nt = not tested or not shown.

SMILES | GC-B act | GAA850 FXN act | DAX1 inh-1 | sPLA2-III inh | hgDAF-12 ag | DAX1 inh-2 | SMARCA2 activ | GC-A act | ADAM10 inh | ssDAF-12 act | hcDAF-12 act
O=S1(=O)c2ccc(N3CCCC3)cc2Oc2ccccc2CN1Cc1cn(Cc2ccccc2C(F)(F)F)nn1 | 2 | nt | -1.3 | 13 | -2.0 | nt | -6 | 4 | -10 | -2.1 | -2.6
CCc1ccc(OCCNC(=O)c2ccc(S(=O)(=O)N(C)C)cc2)cc1 | -1 | -0.3 | -1.0 | -7 | -2.4 | -1.1 | 1 | 0 | 11 | -1.6 | -2.0
COC(=O)C(C)NC(=O)C1CCCN1S(=O)(=O)c1cc(C)c(Cl)cc1C (centres undefined) | -8 | -0.5 | 0.1 | -2 | 0.0 | 0.5 | 4 | -1 | -2 | -1.1 | -0.4
CCCC1CCC(C2=N/C(=C\c3ccc(OC)c(OC)c3)C(=O)O2)CC1 (centres undefined) | 8 | 1.1 | 0.8 | -5 | 1.7 | 0.6 | -3 | -1 | 13 | -1.0 | 1.2
CCOC(=O)c1c(NC(=O)COc2ncnc3ccccc23)sc(C)c1CC | -4 | 1.5 | 0.2 | -10 | 1.1 | 0.3 | -1 | -1 | 5 | -0.9 | -1.7
COc1ccc(C=C(C#N)C#N)c(CSc2ccccn2)c1 | -2 | -0.4 | -0.3 | 0 | -4.0 | 0.5 | -1 | -9 | -2 | 2.1* | -0.8
COc1ccc(/C(C)=N/NC(=O)C2C3CCCCC32)c(OC)c1 (centres undefined) | 0 | 2.3 | 0.0 | -6 | 3.5 | -1.1 | 1 | 1 | 2 | -1.7 | 0.5
O=C(O)CCCCCNc1ccc2nsnc2c1[N+](=O)[O-] | 3 | 2.6 | 0.0 | 1 | 0.8 | 0.1 | 1 | 0 | 7 | -0.4 | -1.5
CNc1nc(C)c(C(=O)c2ccc(Cl)cc2)s1 | -4 | 3.8 | 0.1 | 1 | 1.3 | -0.2 | 0 | 5 | 1 | -1.6 | 0.1
COc1cc(NC(=O)c2cccc(Cl)c2)ccc1NC(=O)c1cccs1 | -9 | 0.8 | -2.8 | 0 | -3.5 | -0.4 | 4 | 2 | -1 | -2.2 | -1.6
CCOC(=O)C(=O)N(C)c1c(CC)nc2c(OCc3cccc(OC)c3)cccn12 | -6 | 0.7 | -0.6 | 7 | -2.3 | nt | 0 | 4 | -13 | -1.9 | -1.2
CC(C)(C)c1nc(Sc2ncccc2[N+](=O)[O-])n[nH]1 | 5 | 0.6 | -0.1 | 3 | 0.5 | 1.6 | -3 | 3 | 1 | -1.2 | -0.4
O=C(NCCc1cccs1)Nc1ccc2nc([C@@H]3O[C@H](CO)[C@@H](O)[C@H]3O)[nH]c2c1 | -5 | -0.5 | 0.3 | 0 | -3.0 | nt | 0 | 1 | -7 | -0.9 | 0.7
COc1ccccc1CC(=O)Nc1nc(-c2ccc(F)c(F)c2)cs1 | 3 | 0.7 | -0.7 | -2 | -0.4 | -0.3 | -3 | 17 | 9 | -1.5 | -1.6
CC1CC(C)CN(CCCNC(=O)c2ccc3c(c2)NC(=O)CS3)C1 (centres undefined) | -3 | 1.7 | 0.3 | 2 | 1.5 | 0.2 | -1 | -5 | 3 | -0.5 | -0.2
CCC(C)N1CCN(S(=O)(=O)c2ccc3ccccc3c2)CC1 (centres undefined) | -2 | 1.6 | 0.1 | -9 | -2.3 | -1.0 | -2 | 0 | 0 | -1.1 | 2.2
COC(=O)c1sccc1NC(=O)CSCC(=O)O | 1 | 0.1 | -0.6 | 5 | 2.3 | -0.2 | -2 | 3 | -1 | -0.6 | -0.1
Cc1cccc(NC(=O)C2CCN(S(=O)(=O)c3cccc4cccnc34)CC2)n1 | -13 | -1.1 | -0.6 | 4 | -2.8 | -1.9 | 0 | 0 | -12 | -1.1 | -2.6
CC(=O)c1sc(Nc2cccc3ccccc23)nc1C | 1 | 2.0 | 0.1 | 5 | 3.1 | 0.6 | 0 | 18 | -9 | -0.7 | -0.8
Cc1ccc(NC(=O)c2cccs2)cc1[N+](=O)[O-] | -5 | 3.4 | -1.8 | -2 | 9.7 | 0.4 | 2 | -12 | 1 | -1.4 | 0.6
O=c1c2c(nc3cc(-c4cccc(F)c4)[nH]n13)CCC2 | -6 | 5.0 | 2.9 | -3 | 20* | 1.1 | 12* | -1 | -63 | 0.0 | 3.8
COc1ccc(-c2coc3cc(O[C@@H]4O[C@H](CO)[C@@H](O)[C@H](O)[C@H]4O)c(OC)cc3c2=O)cc1 | 2 | 1.9 | 1.3 | 7 | 7.1 | 2.9 | 1 | 1 | -25 | -1.0 | -0.1
Cc1sc(NC(=O)c2ccccc2)c(C(c2ccccn2)N2CCN(CCO)CC2)c1C (centres undefined) | -18 | -0.6 | -1.3 | -2 | -0.6 | -1.1 | 3 | -29 | 7 | -0.7 | 1.0
COc1cc2c(cc1OC)CN(C(=O)CN1CCN(S(=O)(=O)c3ccc(C)c(C)c3)CC1)CC2 | -6 | -1.9 | -5.6 | -11 | -1.6 | -0.6 | -1 | 1 | -12 | -1.5 | -2.6
Cc1nn(C)cc1CN(C)C(=O)c1sc2cccc(Cl)c2c1Cl | 5 | 2.3 | 0.8 | -9 | -0.6 | 3.8 | -1 | 6 | 7 | -0.9 | -1.6

Four of the compounds above, with two lines to a compound.
Values run as follows: GC-B act	GAA850 FXN act	DAX1 inh-1	sPLA2-III inh	hgDAF-12 ag	DAX1 inh-2	SMARCA2 activ	GC-A act	ADAM10 inh	ssDAF-12 act	hcDAF-12 act
CC(C)(C)c1nc(Sc2ncccc2[N+](=O)[O-])n[nH]1
 : 5	0.6	-0.1	3	0.5	1.6	-3	3	1	-1.2	-0.4
CCC(C)N1CCN(S(=O)(=O)c2ccc3ccccc3c2)CC1 (centres undefined)
 : -2	1.6	0.1	-9	-2.3	-1.0	-2	0	0	-1.1	2.2
COC(=O)C(C)NC(=O)C1CCCN1S(=O)(=O)c1cc(C)c(Cl)cc1C (centres undefined)
 : -8	-0.5	0.1	-2	0.0	0.5	4	-1	-2	-1.1	-0.4
CCOC(=O)C(=O)N(C)c1c(CC)nc2c(OCc3cccc(OC)c3)cccn12
 : -6	0.7	-0.6	7	-2.3	nt	0	4	-13	-1.9	-1.2

More records follow.
SMILES | GC-B act | GAA850 FXN act | DAX1 inh-1 | sPLA2-III inh | hgDAF-12 ag | DAX1 inh-2 | SMARCA2 activ | GC-A act | ADAM10 inh | ssDAF-12 act | hcDAF-12 act
CC1=C(C(=O)N(C(C)C)C(C)C)CC(CC(=O)NC2CCCC2)C(=O)N1Cc1ccc(C(C)(C)C)cc1 (centres undefined) | 2 | nt | 0.1 | -6 | -0.2 | nt | 2 | 0 | 12 | -0.6 | -1.8
CCCCNc1nc2c(c(=O)[nH]c(=O)n2C)n1CCOc1ccccc1 | 5 | 0.8 | -0.5 | -4 | -2.7 | 0.8 | -1 | 4 | -2 | -1.0 | -1.6
Nc1nc2n(n1)C(c1c(F)cccc1Cl)CC(c1ccc(F)cc1)N2 (centres undefined) | 0 | 1.9 | 1.2 | 1 | -4.2 | 2.8 | -1 | 1 | -54 | -1.7 | -1.3
Cc1cccc(N2C(=S)NC3c4ccccc4OC2(C)C3C(=O)N(C)C)c1 (centres undefined) | -2 | -1.7 | 0.2 | 8 | -0.1 | -0.2 | 0 | -3 | 7 | -1.6 | -0.4
COc1ccc(-c2c(-c3cc(OC)cc(OC)c3)n(C)c3ccc(Br)cc23)cc1 | -2 | 0.1 | -0.2 | 8 | -0.3 | -0.3 | -1 | 0 | -13 | -1.4 | -0.5
COc1ccc(NC(=O)N(C)C[C@@H]2OCc3cnnn3CCCC(=O)N([C@@H](C)CO)C[C@@H]2C)cc1 | 0 | nt | -0.4 | 10 | 1.5 | nt | -4 | 1 | -22 | 0.0 | 0.2
CCCCCC(=O)N1C[C@H](O)[C@@H](n2cc(COC(=O)c3ccccc3)nn2)C[C@@H]1c1ccc(Cl)cc1 | 2 | 1.1 | -0.1 | -4 | 0.1 | -0.1 | -2 | -3 | 3 | -0.6 | -1.1
Cc1ccc(C(=O)N/N=C\C=C\c2ccc(Br)cc2)cn1 | -7 | 1.6 | -0.4 | -1 | 1.3 | 0.4 | -1 | 1 | 8 | 1.0* | 6.5*
CC1(C)Oc2ccc(C(=O)NC3CCCCC3)cc2N(CC#N)C1=O | 5 | 0.0 | -0.5 | 3 | 0.4 | 0.8 | -2 | 1 | -2 | -0.8 | 0.6
CCCCCCCCN1C(=O)[C@H](CC(=O)NCCc2ccccc2OC)C[C@@]2(C(=O)OC)CCCCC=C12 | 6 | nt | -0.4 | -2 | 0.5 | nt | -1 | -1 | -20 | -0.3 | 4.3
O=C(NNC(=O)c1ccccc1-c1ccccc1C(=O)O)c1ccccc1 | 3 | 1.1 | 0.4 | 1 | -1.2 | -0.2 | 0 | 3 | 5 | -1.2 | -1.1
CN(C(=O)COc1ccccc1)C1CCS(=O)(=O)C1 (centres undefined) | 3 | 1.0 | 0.2 | 3 | 0.0 | -0.7 | 2 | 0 | 0 | -1.4 | -0.7
Cc1cccc(NC(=O)CSCC(=O)Nc2cc(S(=O)(=O)N3CCOCC3)ccc2N2CCCC2)c1 | 3 | -0.5 | -1.2 | -13 | 2.5 | 0.6 | -1 | 1 | -4 | -0.9 | 2.0
CN1CCc2ccc(NC(=O)c3ccc(C(F)(F)F)cc3)cc2C1 | 2 | -0.8 | -1.8 | -4 | -5.2 | -2.1 | -3 | 2 | -7 | -1.3 | -2.3
COC(=O)[C@@]1(Cc2ccc(F)cc2)[C@H]2c3cc(C(=O)N4CCCC4)n(CCc4c[nH]c5ccccc45)c3C[C@H]2CN1C(=O)c1ccccc1 | -15 | nt | -1.5 | -26 | 2.9 | nt | -4 | -13 | -5 | -0.6 | 1.5
CCOC(=O)c1c(C)[nH]c(C)c1C(=O)COC(=O)CNC(=O)c1ccc(OCC)cc1 | 1 | -0.3 | -0.1 | -5 | 3.1 | 1.3 | -2 | -3 | -2 | -0.9 | -1.4
COC(=O)c1cc2c(c3c4cc(F)ccc4n(S(=O)(=O)c4cccc(C)c4)c13)C(=O)N(C)C2 | -13 | nt | -1.5 | 5 | -0.4 | nt | -2 | -3 | -8 | -0.9 | 2.0
COc1ccc(-c2csc(C(NC(C)=O)c3ccccc3)n2)cc1 (centres undefined) | 4 | 0.0 | 0.3 | 3 | -1.5 | nt | -4 | 0 | -13 | -1.1 | -2.1
COc1ccccc1OCC(=O)N(Cc1nnc(-c2ccccc2Cl)o1)C1CC1 | 0 | 1.5 | -1.6 | 7 | -1.6 | -0.9 | -2 | -6 | -5 | -0.8 | -0.2
Cc1ccc(S(=O)(=O)N2CCN(C(=O)COC(=O)COc3cccc(C(F)(F)F)c3)CC2)c(C)c1 | -4 | 0.3 | 0.4 | -34 | 3.0 | -0.1 | 5 | 4 | 13 | -1.2 | -0.4
NS(=O)(=O)c1ccc(CNC(=O)Cc2c(F)cccc2Cl)cc1 | 3 | 1.6 | -0.5 | 1 | -4.7 | -0.6 | -2 | 5 | -2 | -1.0 | -0.2

Outcome played no part in choosing rows, and some 6.6% of all compounds hit somewhere here.
